Screening results from PubChem.
pAkt inh: Akt phosphorylation inhibition | Neuro2A IGF-stimulated pAkt S473 HTRF, 20 min; hits give low values | activity change, % for hits at 50 µM | 0.32% of 360,000 active | AID 651550; in the data active means activity change below about -80%; inconclusive means mostly about -51% to -80%; further: on the % scale 0 is the no-effect control and ±100 the full control effect
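Neuro2A cells in DMEM with 0.5% FBS, overnight at 37 deg C, given compound at single 50 µM final, then IGF (6 nM final) for 20 min at 37 deg C. Lysed; phospho-Akt Ser473 by HTRF after 24 h, 665/615 ratio.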
EPAC2 antagonist: blocks human EPAC2 exchange factor | Q8WZA2 | EPAC2 GEF exchange of Rap1B-BODIPY-GDP, fluorescence | Potency, µM (top dose mostly 114 µM), for inactives: at the highest dose activity, negative = inhibition, usual class: inhibitors | 0.18% of 360,000 active | AID 720708; further: potency means the concentration at half of the fitted maximal effect; on the % scale 0 is the no-effect control and ±100 the full control effect; nearly all actives have a fitted effect of over 45% in size; many of its hits are not listed in these tables
PTHR1 agonist: activates the human parathyroid hormone receptor PTHR1; Q03431; Potency, µM (highest dose often 115 µM), without a hit: at the top dose activation, hits mostly activators; HEK293 GP2 PTHR1 cells, GloSensor cAMP luminescence, 1 h; 0.075% of 410,000 active; further: potency means the concentration at half of the fitted maximal effect; nearly all actives have a fitted effect of over 55% in size; some results filed as inactive show a strong effect at the top dose; inactives centre near -15; many of its hits are not listed in these tables
Target sequence (Q03431 whole entry, looked up): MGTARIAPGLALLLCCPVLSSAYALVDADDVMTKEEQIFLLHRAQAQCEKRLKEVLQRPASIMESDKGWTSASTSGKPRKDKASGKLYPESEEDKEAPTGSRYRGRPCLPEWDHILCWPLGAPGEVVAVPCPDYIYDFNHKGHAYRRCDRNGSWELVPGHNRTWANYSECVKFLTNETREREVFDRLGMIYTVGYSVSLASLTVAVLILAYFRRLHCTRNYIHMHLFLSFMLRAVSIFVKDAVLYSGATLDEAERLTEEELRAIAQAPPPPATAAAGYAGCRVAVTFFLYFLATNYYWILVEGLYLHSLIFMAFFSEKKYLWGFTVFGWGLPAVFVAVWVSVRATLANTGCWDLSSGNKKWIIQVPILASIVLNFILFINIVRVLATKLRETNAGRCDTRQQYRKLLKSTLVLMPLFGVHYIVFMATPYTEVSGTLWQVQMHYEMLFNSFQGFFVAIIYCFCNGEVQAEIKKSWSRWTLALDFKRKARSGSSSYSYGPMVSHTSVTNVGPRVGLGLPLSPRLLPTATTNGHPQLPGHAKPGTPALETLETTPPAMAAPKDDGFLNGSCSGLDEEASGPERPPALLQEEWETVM
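HEK-293-derived GP2 cells expressing PTHR1 and a GloSensor cAMP reporter, 3,000/well, plated overnight, given luciferin plus IBMX (each 0.5 mM as added) for 1 h at 37 °C, then compound for 1 h at 37 °C. Luminescence was read after 15 min at room temperature.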
DRD3 agonist: activates the human D3 dopamine receptor. 0.58% of 410,000 active. D3R DiscoveRx beta-arrestin cells, luminescence, 90 min. max activation, %; in the data active means max activation above about 30%; further: 0% is about no effect; mostly tested at two doses, the higher about 12 µM
Target sequence (P35462 whole entry, looked up): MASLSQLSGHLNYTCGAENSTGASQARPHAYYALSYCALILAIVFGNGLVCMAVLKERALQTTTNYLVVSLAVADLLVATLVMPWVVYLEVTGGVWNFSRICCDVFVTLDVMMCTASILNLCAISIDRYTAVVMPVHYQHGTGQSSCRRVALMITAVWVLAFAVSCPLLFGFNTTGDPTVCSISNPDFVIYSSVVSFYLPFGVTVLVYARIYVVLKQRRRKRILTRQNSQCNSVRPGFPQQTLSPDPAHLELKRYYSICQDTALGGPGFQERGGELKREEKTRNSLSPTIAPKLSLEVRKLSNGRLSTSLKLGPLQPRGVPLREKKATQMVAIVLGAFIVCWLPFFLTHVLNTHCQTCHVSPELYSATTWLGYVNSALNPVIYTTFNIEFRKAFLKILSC
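Cells at 1500/well, incubated overnight, then treated with pinned compounds (dopamine as control) for 90 min at 37 degrees C. DiscoveRx reagent added for 30 - 60 minutes at room temperature; luminescence read.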
DRD3 antagonist: blocks the human D3 dopamine receptor; AID 652054; D3R cells, DiscoveRx beta-arrestin luminescence, antagonist mode; hits give low values; max response, negative = inhibition, %; 2.5% of 360,000 active; P35462; in the data active means max response below about -50%; inconclusive means no clear call, values can overlap the other calls; further: on the % scale 0 is the no-effect control and ±100 the full control effect; mostly tested at two doses, the higher about 12 µM
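Cells plated overnight at 1500 cells/well, then exposed to library compounds with dopamine controls for 90 minutes at 37 degrees C. DiscoveRx reagent added for 30–60 minutes at room temperature; luminescence read, quantitative HTS format.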
CCT modulator: cytosolic chaperonin activity modulation; 0.3% of 360,000 active; activity change, % (test concentration not listed), hits read low; purified chaperonin ATPase assay, HTRF ADP detection, 30 min; in the data active means activity change below about -30%; further: on the % scale 0 is the no-effect control and ±100 the full control effect
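TRiC (40 or 20 nM final, by batch activity) in 30 mM Tris pH 7.4, 100 mM KCl, 5 mM MgCl2, 1 mM DTT was treated with compound at 76 uM single dose, then 10 uM ATP, 30 min at 37 °C. ADP was read by HTRF Transcreener.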
EPAC2 agonist: agonists of human EPAC2 (RAPGEF4). Q8WZA2. EPAC2 activation, biochemical qHTS; response scale: 100% = 6.5 mM cAMP response. Potency, µM (highest dose often 154 µM), for inactives: top-dose activation, most hits filed as activators. 0.079% of 360,000 active; further: potency means the concentration at half of the fitted maximal effect; nearly all actives have a fitted effect of over 50% in size
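Each well held 100 nM EPAC2, 250 nM RAP1B-BODIPY-GDP and 50 uM GDP. Fluorescence, read at 5-min intervals to 30 min, was referenced to a 6.5 mM cAMP positive control.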
MmCpn inh: inhibitors of Methanococcus maripaludis chaperonin (MmCpn). purified Mm-Cpn ATPase, ADP Transcreener TR-FRET. AID 504842. Potency, µM (highest dose often 76.9 µM), for the others: at the top dose activity, negative = inhibition, actives largely listed as inhibitors. 0.031% of 330,000 active; further: potency means the concentration at half of the fitted maximal effect; on the % scale 0 is the no-effect control and ±100 the full control effect; nearly all actives have a fitted effect of over 80% in size
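Purified archaeal Mm-CPN (25nM final) preincubated 10 min at 37degC with compound, then 10uM ATP for 30 min at 37degC; ADP measured by HTRF Transcreener TR-FRET; buffer 30 mM TRIS pH 7.4, 100mM KCl, 5mM MgCl2, 1mM DTT.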
The depositor's hits bear a star; i = inactive; ? = inconclusive; / = no result given; & = joins results of further samples; ! = repeats disagree; [ ] = another dose, or the depositor's remark. Unless noted, the call rests on the fitted dose curve; in most records, active means well fitted curve in the direction sought with a large enough effect; inconclusive means small, poorly fitted or top-dose-only effect, or another doubt; inactive means no such curve, though single readings can be large; an effect the other way counts as inactive or inconclusive. Some of the compounds tested; count on the stated rates, not on these rows.

Preview, ten compounds:
nr	canonical_smiles	pAkt inh	EPAC2 antagonist	PTHR1 agonist	DRD3 agonist
1	CCCCCCCCN1C(=O)[C@H](CC(=O)NCCCOCCCC)C[C@@]2(C(=O)OC)CCCCC=C12	i	?	-3%	87*
2	CC(=O)c1ccc2c(c1)N(CCCN1CCC(CCO)CC1)c1ccccc1S2	i	11%	i	-7&-29
3	Cc1csc(NC(=O)CSc2ncn(-c3ccccc3)n2)n1	i	3%	-21%[57.5 µM]	-4
4	O=C(Nc1ccccc1Cl)N1CCn2c(nc3ccccc32)C1	i	-4%	-24%[57.5 µM]	8
5	Cn1cc(S(=O)(=O)NC(c2ccccc2)c2ccccc2)c(=O)n(C)c1=O	i	0%	i	6
6	C#CCOCCOCCOCCNc1nc(N2CCN(C(=O)C([C@@H](C)CC)n3cc(C(N)CO)nn3)CC2)nc(N2CCN(C(=O)[C@H](CCC(=O)O)n3cc(C(N)CC(C)C)nn3)CC2)n1 (stereo partly drawn)	i	0%	-15%	0
7	CC(NC(=O)c1ccncc1)C(c1cccs1)N1CCOCC1 (stereo not drawn)	i	-4%	-10%[57.5 µM]	-3
8	COc1ccc(-n2nnnc2C(C2CC2)N2CCN(C/C=C/c3ccccc3)CC2)cc1 (stereo not drawn)	i	0%	-13%	-3
9	COc1ccc(Cl)cc1N1C(=O)C2CCCN2C1c1ccccc1F (stereo not drawn)	i	?	-12%	1
10	CCCCN(NC(C)=O)c1nc(Cl)nc(NC(C)C)n1	i	-1%	-20%[57.5 µM]	1

nr	DRD3 antagonist	CCT modulator	EPAC2 agonist	MmCpn inh
1	3	-1.7	-22%	/
2	0	0.0	-5%	-4%
3	-4	-0.9	5%	0%
4	0	0.7	2%	2%
5	0	-2.0	4%	0%
6	-30	2.2	-2%	/
7	7	2.8	10%	1%
8	-81*	-3.5	20%	/
9	-10	-1.6	9%	2%
10	-3	-3.5	10%	-2%

Results (from the top)
nr	canonical_smiles	pAkt inh	EPAC2 antagonist	PTHR1 agonist	DRD3 agonist
1	CCCCCCCCN1C(=O)[C@H](CC(=O)NCCCOCCCC)C[C@@]2(C(=O)OC)CCCCC=C12	i	?	-3%	87*
2	CC(=O)c1ccc2c(c1)N(CCCN1CCC(CCO)CC1)c1ccccc1S2	i	11%	i	-7&-29
3	Cc1csc(NC(=O)CSc2ncn(-c3ccccc3)n2)n1	i	3%	-21%[57.5 µM]	-4
4	O=C(Nc1ccccc1Cl)N1CCn2c(nc3ccccc32)C1	i	-4%	-24%[57.5 µM]	8
5	Cn1cc(S(=O)(=O)NC(c2ccccc2)c2ccccc2)c(=O)n(C)c1=O	i	0%	i	6
6	C#CCOCCOCCOCCNc1nc(N2CCN(C(=O)C([C@@H](C)CC)n3cc(C(N)CO)nn3)CC2)nc(N2CCN(C(=O)[C@H](CCC(=O)O)n3cc(C(N)CC(C)C)nn3)CC2)n1 (stereo partly drawn)	i	0%	-15%	0
7	CC(NC(=O)c1ccncc1)C(c1cccs1)N1CCOCC1 (stereo not drawn)	i	-4%	-10%[57.5 µM]	-3
8	COc1ccc(-n2nnnc2C(C2CC2)N2CCN(C/C=C/c3ccccc3)CC2)cc1 (stereo not drawn)	i	0%	-13%	-3
9	COc1ccc(Cl)cc1N1C(=O)C2CCCN2C1c1ccccc1F (stereo not drawn)	i	?	-12%	1
10	CCCCN(NC(C)=O)c1nc(Cl)nc(NC(C)C)n1	i	-1%	-20%[57.5 µM]	1

nr	DRD3 antagonist	CCT modulator	EPAC2 agonist	MmCpn inh
1	3	-1.7	-22%	/
2	0	0.0	-5%	-4%
3	-4	-0.9	5%	0%
4	0	0.7	2%	2%
5	0	-2.0	4%	0%
6	-30	2.2	-2%	/
7	7	2.8	10%	1%
8	-81*	-3.5	20%	/
9	-10	-1.6	9%	2%
10	-3	-3.5	10%	-2%

Continuation.
nr	canonical_smiles	pAkt inh	EPAC2 antagonist	PTHR1 agonist	DRD3 agonist
11	Cc1ccccc1NC(=O)CNC(=O)c1ccc(C(F)(F)F)cc1	i	16%	i	-22
12	CC/C(=C(\c1ccccc1)c1ccc(OCCN(C)C)cc1)c1ccccc1	i	-16%&-1%	-30%&-8%	-56&-92&-22
13	CCN(C(=O)c1cc(Cl)ccc1OC)c1ccccc1	i	0%	-18%[57.5 µM]	15
14	CCCCn1c(-c2ccccc2)nc2c(=O)n(C)c(=O)[nH]c21	/	-5%	i	-2
15	C#CCOCCOCCOCCNc1nc(N2CCN(C(=O)CCCCCCCCCCNC(=O)[C@H](CCCCN)n3cc(C)nn3)CC2)nc(N2CCN(C(=O)CCCCCCCCCCNC(=O)[C@H](CO)n3cc(CCCSC)nn3)CC2)n1	i	50µM*	8%	-9
16	Cc1ccccc1-n1c(=O)cc(N2CC(C)OC(C)C2)[nH]c1=O (stereo not drawn)	i	1%	i	7
17	COc1cc(C(=O)NCCNC(=O)c2ccc(C)nc2)cc(OC)c1OC	i	0%	i	-2
18	Cc1[nH]n(-c2ccccc2)c(=O)c1/C=N/NC(=O)c1cccc(F)c1	i	7%	-36%[inhibitor]	-3
19	O=C(NC1CCSC1=O)c1ccc(Cl)cc1 (stereo not drawn)	i	10%	-14%[57.5 µM]	-12
20	COc1ccc(C(=O)NNC2CC(=O)N(Cc3ccccc3)C2=O)cc1OC (stereo not drawn)	i	-4%	i	-10

nr	DRD3 antagonist	CCT modulator	EPAC2 agonist	MmCpn inh
11	6	-1.8	9%	1%
12	-73*!	-1.8&-2.5	12%&18%	-1%&-4%
13	14	-0.3	-9%	1%
14	-18	-1.2	-1%[15.6 µM]	1%
15	0	-2.7	?	2%
16	7	-1.9	0%	-1%
17	3	0.0	7%	-2%
18	-19	1.3	5%	?
19	-25	-0.3	0%	0%
20	-1	-3.9	-5%	-3%

(cont.)
nr	canonical_smiles	pAkt inh	EPAC2 antagonist	PTHR1 agonist	DRD3 agonist
21	Nc1ccc(C(=O)NNC(=O)C2COc3ccccc3O2)cc1[N+](=O)[O-] (stereo not drawn)	i	4%	-4%	1
22	Cc1cc(C)cc(NC(=O)c2ccc(CSc3nnnn3C)cc2)c1	i	-4%	-90%[inhibitor][57.5 µM]	-6
23	COc1cccc(/C=C2/C(=O)NN(c3ccc(F)cc3)C2=O)c1	i	5%	-3%	-4
24	O=C(/C=C/c1ccco1)NC(=S)Nc1ccc(C(=O)O)cc1	i	18%	-2%	3
25	COc1ccccc1C(=O)N/N=C(\C)CC(=O)Nc1ccc(Nc2ccccc2)cc1	i	-15%	-4%	-2
26	O=C(Cc1ccc(Br)cc1)OCC(=O)N1CCCCCC1	i	13%	-8%	-2
27	COc1ccc(OC)c(NC(=O)c2cc3c(cc2Cl)N2CCCCCC2=NS3(=O)=O)c1	i	-4%	i	-2
28	O=C(CCCOc1ccc(Cl)cc1Cl)N/N=C/c1ccccc1O	i	-2%	i	6
29	CC(=O)N1CCc2cc(S(=O)(=O)CCC(=O)N3CCN(C(=O)c4ccco4)CC3)ccc21	i	-2%	i	0
30	O=C(c1cnn2ccccc12)N1CCN(C2CCCCC2)CC1	i	0%	-14%	1

nr	DRD3 antagonist	CCT modulator	EPAC2 agonist	MmCpn inh
21	13	0.6	-1%	2%
22	-3	-3.4	15%	1%
23	-11	0.0	13%	3%
24	-4	-1.9	7%	-1%
25	-17	-6.9	13%	-6%
26	-22	-1.6	0%	1%
27	-14	-1.5	24%	-5%
28	-20	2.9	9%	2%
29	22	-1.6	6%	-7%
30	4	1.4	8%	-1%

New compounds follow.
nr	canonical_smiles	pAkt inh	EPAC2 antagonist	PTHR1 agonist	DRD3 agonist
31	COc1ccc(CN2CC[C@H]3C=CCc4cccc(c43)C2)cc1	i	-5%	-23%	-34
32	COc1cccc(/C=N/NC(=O)c2c(-c3ccccc3)noc2C)c1	i	16%	-15%	-4
33	COc1ccc(OC)c(C(=O)CSc2nnc(C3CC3)n2C2CC2)c1	i	2%	-34%[inhibitor]	4
34	CC(=O)Nc1ccc(S(=O)(=O)Nc2cccc(-n3cnnn3)c2)cc1	i	3%	-8%	10
35	COc1cccc(CNC(=O)[C@H](C)NC(=O)C2CCN(S(=O)(=O)c3ccccc3)CC2)c1	i	-6%	-27%	8
36	CC(C)(C)NC(=O)NC(=O)Cn1ccsc1=N	i	20%	i	-6
37	COc1ccc(CN2CCNC(=O)C2CC(=O)NCc2csc(C(C)C)n2)c(OC)c1 (stereo not drawn)	i	-1%	-42%[inhibitor]	-3
38	COc1ccc(CCN2C(=O)CS/C2=N/NC(=O)c2ccccc2F)cc1OC	i	19%	i	-3
39	Cn1cc(S(=O)(=O)N2CCOCC2)cc1C(=O)Nc1cccc(Cl)c1	i	2%	i	4
40	c1ccc(C(c2ccccn2)c2ccccn2)cc1	i	2%	i	5

nr	DRD3 antagonist	CCT modulator	EPAC2 agonist	MmCpn inh
31	-103*	-1.2	17%	-1%
32	-8	2.0	8%	1%
33	6	2.4	-2%	/
34	4	-1.4	3%	-1%
35	0	-0.8	-6%	1%
36	18	2.0	14%	2%
37	-5	1.4	3%	0%
38	-28	-2.6	14%	0%
39	-4	0.8	11%	1%
40	8	0.7	0%	-2%

Continued:
nr	canonical_smiles	pAkt inh	EPAC2 antagonist	PTHR1 agonist	DRD3 agonist
41	CC(C)NC(=O)Nc1cccc2c1O[C@H](CN(C)S(=O)(=O)c1ccc(F)cc1)[C@@H](C)CN([C@H](C)CO)C2=O	i	-6%	-13%	11
42	Cc1ccc(S(=O)(=O)N2CCN(c3ncccn3)CC2)c(C)c1	i	-9%	-24%	8
43	COc1ccc(/C=N\NC(=O)CNC(=O)C2COc3ccccc3O2)cc1[N+](=O)[O-] (stereo not drawn)	i	-11%	-15%	2
44	CC(C)(C)OC(=O)C[C@@H]1C/C=C\C[C@@H](CC(=O)N(CCO)Cc2ccccc2)C(=O)N2CCC[C@H]2COC1=O	i	-25%	i	-3

nr	DRD3 antagonist	CCT modulator	EPAC2 agonist	MmCpn inh
41	6	-1.6	10%	0%
42	9	0.4	5%	2%
43	8	-1.4	4%	0%
44	15	-2.5	-14%	0%
